Screening data as filed in PubChem.
FAS TE block: blocks the thioesterase domain of human fatty acid synthase; P49327; recombinant FAS-TE, OMFH fluorogenic substrate, fluorescence endpoint; inhibition, % at 15 µM; hit rate 0.67% among 360,000; AID 602261;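 active = compounds whose normalised, plate-corrected inhibition of enzyme fluorescence in the single-dose primary screen is 50% or more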;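 note: 0% = DMSO with enzyme and 100% = substrate without enzyme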
NadD block: inhibitors of Staphylococcus aureus NadD. hit rate 0.78% among 360,000. inhibition, % at 20 µM. purified NadD enzyme, colorimetric absorbance read-out; in the data active = inhibition above about 26%; note: some compounds past the cut are filed as inactive
Neddyl block: blocks human cullin neddylation. calls only at 25 µM. hit rate 0.58% among 360,000. TR-FRET cullin neddylation, biochemical. P61081+Q13564; in the data active = inhibition above about 36%
Target sequence (P61081 whole entry, looked up): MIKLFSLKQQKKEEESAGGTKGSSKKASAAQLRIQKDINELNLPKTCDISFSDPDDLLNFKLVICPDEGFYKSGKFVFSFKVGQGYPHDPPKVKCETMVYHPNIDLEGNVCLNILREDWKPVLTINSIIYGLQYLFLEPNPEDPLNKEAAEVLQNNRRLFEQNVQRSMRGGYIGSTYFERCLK
Target sequence (Q13564 whole entry, looked up): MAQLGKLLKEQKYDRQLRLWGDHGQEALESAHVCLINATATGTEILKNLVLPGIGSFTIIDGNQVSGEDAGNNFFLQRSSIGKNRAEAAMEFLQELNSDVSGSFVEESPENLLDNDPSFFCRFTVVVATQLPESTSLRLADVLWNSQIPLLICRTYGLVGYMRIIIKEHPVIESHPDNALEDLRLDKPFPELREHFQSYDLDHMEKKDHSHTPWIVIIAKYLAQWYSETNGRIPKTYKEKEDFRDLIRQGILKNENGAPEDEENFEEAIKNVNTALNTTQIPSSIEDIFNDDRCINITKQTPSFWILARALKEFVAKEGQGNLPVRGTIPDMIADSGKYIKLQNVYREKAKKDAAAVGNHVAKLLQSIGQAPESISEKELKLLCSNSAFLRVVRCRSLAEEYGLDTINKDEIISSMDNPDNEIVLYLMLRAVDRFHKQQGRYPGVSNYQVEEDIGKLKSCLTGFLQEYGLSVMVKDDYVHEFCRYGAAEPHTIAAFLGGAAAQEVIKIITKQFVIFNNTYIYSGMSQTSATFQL
SKN-1 block: C. elegans SKN-1 inhibition. hit rate 0.49% among 360,000. inhibition, % at 21.8 µM. C. elegans VP596 Pgst-4::GFP/RFP ratio, acrylamide-induced, 24 h. AID 624304;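 active = interference check ratio from 0.5 to 1.5 plus GFP to RFP signal ratio inhibition reaching or exceeding a fixed threshold, cut at about 30% in these data, passing the limit was not always enough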; note: some compounds called inactive have numbers as strong as hits
Rin1-Abl PPI inh: blocks binding of human Rin1 to Abl; P00519+Q13671; TR-FRET Rin1/Abl binding, biochemical; inhibition, % at 7.35 µM; hit rate 0.4% among 360,000; in the data active = inhibition above about 5%, passing the limit was not always enough
Rpn11 inh: blocks the human proteasome subunit Rpn11 | O00487 | human 26S proteasome, Ub4-pepOG fluorescence polarization; 20S core pre-blocked with epoxomicin | calls only at 20 µM | hit rate 0.59% among 360,000;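 active = inhibition at 20 µM, scaled to each plate's controls, above about 33%, limit read from the data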
Target sequence (O00487 whole entry, looked up): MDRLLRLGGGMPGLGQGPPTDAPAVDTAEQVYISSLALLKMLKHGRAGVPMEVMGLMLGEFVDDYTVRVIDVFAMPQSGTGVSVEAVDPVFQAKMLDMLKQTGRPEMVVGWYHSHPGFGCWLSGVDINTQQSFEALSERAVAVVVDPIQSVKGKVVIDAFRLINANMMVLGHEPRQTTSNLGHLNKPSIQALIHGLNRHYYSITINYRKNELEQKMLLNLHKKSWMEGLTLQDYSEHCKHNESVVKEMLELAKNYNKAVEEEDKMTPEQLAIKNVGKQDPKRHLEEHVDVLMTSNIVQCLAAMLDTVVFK
PABP1 MLLE inh: blocks PAM2 peptide binding to the PABP1 MLLE domain. GST-MLLE / FITC-PAM2 fluorescence polarization. hit rate 0.36% among 360,000. P11940. inhibition, % at 20 µM; in the data active = inhibition above about 35%, passing the limit was not always enough;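 note: plate controls were DMSO wells with GST-MLLE for no effect and wells lacking GST-MLLE protein for full effect; some results filed as inactive read as strong as hits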
MT1-MMP act inh: MT1-MMP (human) activation inhibition | HT1080 RFP-PRO-GFP cells, GFP/RFP ratio fluorescence, overnight; percent of plate control window, DMSO zero | AID 651647 | GFP/RFP ratio change, % at 20 µM | hit rate 0.061% among 360,000 | P50281;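 active = GFP/RFP ratio change of at least 30% with cell ATP level not reduced by more than half and red fluorescence within 50% of control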; note: strong numbers were not always called active
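Read-out: GFP/RFP fluorescence ratio; Test system: RFP-PRO-GFP reporter HT1080 cells; Compound dosing: single-point 20 µM compound, 1% DMSO; Times: overnight compound exposure at 37 °C.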
CSN inh: CSN deneddylation inhibition. Q92905. Purified CSN, SCF-Nedd8-OG deneddylation, fluorescence polarization. inhibition, % at 12.5 µM. hit rate 0.38% among 360,000. AID 651999;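 active = pattern-corrected inhibition above about 35%, with an unprinted fluorescence ratio check between 0.5 and 1.5, limit read from the data, passing the limit was not always enough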;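 note: 0% = enzyme with substrate and 100% = substrate without enzyme; some results filed as inactive read as strong as hits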
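Test system: Human Csn5 produced in HEK293T cells | Compound: 12.5 µM single point | Times: 90 min, room temperature | Signal: Fluorescence polarization readout | Read-out basis: % inhibition of substrate cleavage by Csn5 | Controls: no-enzyme wells high, enzyme-with-substrate wells low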
* hit, by the source's call; i = inactive; . = no result given; + = active, no number.

SMILES	FAS TE block	NadD block	Neddyl block	SKN-1 block	Rin1-Abl PPI inh	Rpn11 inh	PABP1 MLLE inh	MT1-MMP act inh	CSN inh
O=c1c2c(nc3nc[nH]n13)CCC2	-5	4	i	-9	-2	i	-5	8	-12
O=C(CCNC(=O)C1CCN(S(=O)(=O)c2ccccc2)CC1)NCc1ccc(Cl)cc1	1	-2	i	-5	-2	i	-9	1	0
CCOc1ccc(S(=O)(=O)N(C)CC(=O)NCCN2CCOCC2)cc1	-4	-6	i	6	1	i	-5	-2	0
COC(=O)c1cn(NC(=O)C2CCC(C(C)(C)C)CC2)c(=O)c2ccccc12 (configuration not stated)	-2	0	i	10	2	i	-4	0	1
C/C(CC(=O)Nc1cccnc1)=N\NC(=O)c1ccc([N+](=O)[O-])c(Cl)c1	-7	1	i	-3	-3	i	6	1	-15
CCCC[C@@H]1C=C(C(=O)O)[C@H](c2ccc(CC)cc2)N1S(=O)(=O)c1ccc(C)cc1	1	2	i	2	-2	i	12	4	1
CC(C)C(=O)Nc1nnc(CCN2CCOCC2)s1	-7	4	i	7	2	i	6	3	-1
CCNC(=S)N(CCc1cccc(C)c1)Cc1cc2cc(OC)c(OC)cc2[nH]c1=O	12	-7	i	-2	-3	i	-122	-5	-14
CCc1ccc2c(c1)C(C)=CC(C)(C)N2	-2	3	i	-4	-3	i	19	-1	-3
CCn1c(NC(=O)c2ccc(COc3ccc(C)cc3[N+](=O)[O-])o2)nc2ccccc21	17	10	i	12	-5	i	-7	1	2
CCOc1ccc(N(CC(=O)NCc2ccc(Cl)cc2)S(=O)(=O)c2ccccc2)cc1	13	-9	i	11	3	i	-3	-3	5
CN(Cc1ccc(F)cc1)Cc1nc(CCc2ccccc2)no1	16	-8	i	3	2	i	9	-3	0
O=C(Nc1cccc(S(=O)(=O)N2CCCC2)c1)c1cccnc1	-5	2	i	-3	0	i	-16	1	-1
Nn1c(Cc2cccc3ccccc23)nnc1SCCOc1ccc(F)cc1	12	2	i	-1	-1	i	-114	5	-6
Cc1nc([N+](=O)[O-])cn1CC(=O)c1ccc(Cl)cc1	0	-6	i	-12	1	i	10	4	-5
O=C(O)CC1S/C(=N/N=C/C=C/c2ccccc2[N+](=O)[O-])NC1=O (configuration not stated)	-4	-3	i	5	2	i	-15	-2	-5
CC(NCC1(N2CCOCC2)CCCCC1)C(=O)N1CCc2ccccc21 (configuration not stated)	0	-7	i	3	1	i	-10	3	-2
O=C(COc1ccc(Br)cc1)NCCNC(=O)c1ccccn1	-6	0	i	8	2	i	-15	-2	-2
Cc1ccc2nc(-c3ccc(NC(=O)CN4CCN(c5ccccn5)CC4)cc3)sc2c1	-7	15	.	15	-3	i	-16	6	5
CC(=O)Nc1ccc(C(=O)Nc2ccc(S(=O)(=O)N3CCCCC3)cc2)cc1	-3	-4	i	18	-2	i	-5	2	7
CC1=NN2C(=N)/C(=C\c3cc(C)n(Cc4ccccc4)c3C)C(=O)N=C2S1	-5	1	i	15	-2	i	-2	3	1
CCC(C)NS(=O)(=O)c1ccc(NC(=O)CCC2CCCCC2)cc1 (configuration not stated)	-3	-5	i	-19	5	i	11	3	4
CC(C)(C)c1nc(SCC(=O)Nc2nc3c(s2)CCCC3)c2ccccc2n1	23	2	i	-12	-1	i	-2	-42	0
COc1ccc(C(=O)N2CC3(CC(c4cccc(NC(=O)COc5ccc(Cl)cc5)c4)=NO3)C[C@@H]2C(N)=O)cc1 (some centres not stated)	-6	15	i	8	1	i	10	2	1
O=C(COc1ccc(Cl)cc1)N/N=C/CCc1ccccc1	-5	3	i	-14	-1	i	-2	5	-2

Shown with bars between the fields: entries from further up
SMILES | FAS TE block | NadD block | Neddyl block | SKN-1 block | Rin1-Abl PPI inh | Rpn11 inh | PABP1 MLLE inh | MT1-MMP act inh | CSN inh
COC(=O)c1cn(NC(=O)C2CCC(C(C)(C)C)CC2)c(=O)c2ccccc12 (configuration not stated) | -2 | 0 | i | 10 | 2 | i | -4 | 0 | 1
C/C(CC(=O)Nc1cccnc1)=N\NC(=O)c1ccc([N+](=O)[O-])c(Cl)c1 | -7 | 1 | i | -3 | -3 | i | 6 | 1 | -15
CCCC[C@@H]1C=C(C(=O)O)[C@H](c2ccc(CC)cc2)N1S(=O)(=O)c1ccc(C)cc1 | 1 | 2 | i | 2 | -2 | i | 12 | 4 | 1
CC(C)C(=O)Nc1nnc(CCN2CCOCC2)s1 | -7 | 4 | i | 7 | 2 | i | 6 | 3 | -1
CCNC(=S)N(CCc1cccc(C)c1)Cc1cc2cc(OC)c(OC)cc2[nH]c1=O | 12 | -7 | i | -2 | -3 | i | -122 | -5 | -14
CCc1ccc2c(c1)C(C)=CC(C)(C)N2 | -2 | 3 | i | -4 | -3 | i | 19 | -1 | -3
CCn1c(NC(=O)c2ccc(COc3ccc(C)cc3[N+](=O)[O-])o2)nc2ccccc21 | 17 | 10 | i | 12 | -5 | i | -7 | 1 | 2
CCOc1ccc(N(CC(=O)NCc2ccc(Cl)cc2)S(=O)(=O)c2ccccc2)cc1 | 13 | -9 | i | 11 | 3 | i | -3 | -3 | 5
CN(Cc1ccc(F)cc1)Cc1nc(CCc2ccccc2)no1 | 16 | -8 | i | 3 | 2 | i | 9 | -3 | 0
O=C(Nc1cccc(S(=O)(=O)N2CCCC2)c1)c1cccnc1 | -5 | 2 | i | -3 | 0 | i | -16 | 1 | -1
Nn1c(Cc2cccc3ccccc23)nnc1SCCOc1ccc(F)cc1 | 12 | 2 | i | -1 | -1 | i | -114 | 5 | -6
Cc1nc([N+](=O)[O-])cn1CC(=O)c1ccc(Cl)cc1 | 0 | -6 | i | -12 | 1 | i | 10 | 4 | -5
O=C(O)CC1S/C(=N/N=C/C=C/c2ccccc2[N+](=O)[O-])NC1=O (configuration not stated) | -4 | -3 | i | 5 | 2 | i | -15 | -2 | -5
CC(NCC1(N2CCOCC2)CCCCC1)C(=O)N1CCc2ccccc21 (configuration not stated) | 0 | -7 | i | 3 | 1 | i | -10 | 3 | -2

Next section.
SMILES	FAS TE block	NadD block	Neddyl block	SKN-1 block	Rin1-Abl PPI inh	Rpn11 inh	PABP1 MLLE inh	MT1-MMP act inh	CSN inh
COc1cccc(-n2c(N)c(C(=O)Nc3c(C)n(C)n(-c4ccccc4)c3=O)c3nc4ccccc4nc32)c1	4	3	+	-5	0	i	21	-9	-2
C#CCOc1ccc(Br)cc1C(c1c(C)[nH][nH]c1=O)c1c(C)[nH][nH]c1=O	-6	1	i	1	3	i	-19	-3	0
CCOc1ccc(NC(=O)c2ccc(NC(=S)NC3CCCCC3)cc2)cc1	8	5	i	7	2	i	-49	5	0
Cn1c(SCc2nc3ccccc3[nH]2)nnc1-c1cccnc1	-4	4	i	-4	-3	i	-41	2	4
CC(C)COc1ccc(-c2nnc(-c3ccco3)o2)cc1	18	-6	.	43*	-4	i	3	4	-1
O=C(Nc1nnc([C@H]2C[C@H](O)[C@@H](CO)O2)s1)c1ccccc1F	-5	1	i	-10	-6	i	-5	3	-3
CN1CCN(C(=O)c2ccc(-c3ccccc3)cc2)CC1	-8	4	i	17	3	i	6	-3	4
Cc1cccc(-n2ncc3c2CCCC3NC(=O)c2ccc[n+]([O-])c2)c1C (configuration not stated)	-5	-2	i	-5	3	i	4	1	-1
Cc1ccccc1CN1CCN(CC(=O)NCc2ccccc2)CC1	4	-2	i	-9	-4	i	8	3	-3
Cc1ccc(C(=O)N/N=C\c2ccc(OC(=O)c3cccs3)cc2)cn1	-7	-2	i	-6	-1	i	9	1	-2
CN1CCN(Cc2c(O)ccc3c(-c4ccccc4)cc(=O)oc23)CC1	0	0	.	3	-1	i	8	-3	-3
COc1cccc(C(=O)Nc2nnc(C3CCCO3)s2)c1 (configuration not stated)	-10	0	i	7	3	i	2	6	-4
O=C(NC1CCN(Cc2ccccc2)CC1)C(NS(=O)(=O)c1cccc2nsnc12)c1ccccc1 (configuration not stated)	-2	-3	i	7	1	i	2	-1	7
O=C(NCc1ccccc1)C1=C[C@@H](c2csc3ccccc23)C[C@@H](OCc2ccc(CO)cc2)O1	14	0	i	10	2	i	2	-9	-7
Nc1c(C(=O)O)nnn1Cc1ccccc1	-5	7	i	9	-2	i	-5	-3	0
COc1cccc(NC(=O)NC2(C(=O)N3CCC(O)CC3)CCCCC2)c1	-4	0	i	-16	4	i	6	-1	-3
Cc1ccc(SCC(=O)OCC(=O)N(CC(C)C)C2CCS(=O)(=O)C2)cc1C (configuration not stated)	-2	2	i	9	1	i	0	0	-1
CCOC(=O)N1CCN(S(=O)(=O)c2cc(Br)cc3c2N(C(C)=O)C(C)C3)CC1 (configuration not stated)	2	-3	i	8	6	i	-3	-1	-2
Cc1ccc(S(=O)(=O)N2C[C@H]3C(=O)C[C@@H](c4ccccc4)N(S(=O)(=O)c4cccc(C)c4)[C@H]3C[C@H]2c2ccccc2)cc1	29	8	i	18	-5	i	7	-2	2
CN(C(=O)c1ccc(Br)o1)C1(C)CCS(=O)(=O)C1 (configuration not stated)	0	0	i	11	1	i	5	-1	-1
CC(=O)Oc1ccc(N2C(=O)CCC2=O)cc1	-8	-6	i	-12	-2	i	-6	-3	5
COC(=O)c1ccc2c(=O)n(CCCN3CCCC3=O)c(=S)[nH]c2c1	-7	-5	i	8	-2	i	-57	14	-6
O=S(=O)(O)c1cccc2c(N=Nc3ccc(O)c4ncccc34)cccc12	75*	-3	i	3	15*	i	9	23	57
O=C(O)CSc1cc(NS(=O)(=O)c2ccc(Cl)cc2)c2ccccc2c1O	7	4	i	14	6	i	40*	-10	25
CCS(=O)(=O)c1nc(S(=O)(=O)c2ccc(C)cc2)c(N2CCCC(C)C2)s1 (configuration not stated)	14	-8	i	0	2	i	14	-2	-1
Next part.
SMILES	FAS TE block	NadD block	Neddyl block	SKN-1 block	Rin1-Abl PPI inh	Rpn11 inh	PABP1 MLLE inh	MT1-MMP act inh	CSN inh
COc1ccc(CNCC(O)(c2ccc(F)cc2)c2ccc(F)cc2)cc1OC	0	-8	i	17	1	i	6	-4	6
C1CN(CCN2CCOCC2)CCN1	-4	-3	i	13	1	i	11	1	1
C[C@H](CO)N1C[C@H](C)[C@@H](CN(C)C(=O)c2ccc(N3CCN(C)CC3)cc2)OCc2cnnn2CCCC1=O	-8	-3	i	6	4	i	11	0	3
Oc1ccc(-c2csc(-c3cccnc3)n2)cc1O	-5	1	i	15	2	i	1	-2	1
COc1ccc(-c2nc(NC(=O)Cn3ccc(C(F)(F)F)n3)sc2C)cc1	15	0	i	23	-4	i	-7	12	4
Cc1cccc(C)c1-n1nnnc1-c1cnccc1C(F)(F)F	3	-2	i	1	3	i	11	6	-2
COc1ccc(C(=O)Nc2cc(C)c3c(=O)oc4ccccc4c3n2)cc1	4	2	i	2	1	i	2	3	3
O=[N+]([O-])c1ccccc1S(=O)(=O)Nc1cccnc1	-6	2	i	-2	0	i	-6	-2	-2
Cc1cccc(OCCC(=O)NNC(=O)Cn2nc(C)cc2C)c1	-7	-2	i	6	1	i	0	-2	0
O=C(Cn1cc(C(=O)C(F)(F)F)c2cc(Br)ccc21)N1CCOCC1	2	1	i	-6	1	i	4	-2	0
COc1ccccc1OCC(=O)Nc1nnc(-c2ccco2)s1	-2	1	i	10	-2	i	10	1	-1
COc1cccc(C(=O)NC2CC(C)(C)Cc3c2cnn3-c2cccc(F)c2)c1OC (configuration not stated)	6	-4	i	-1	-1	i	4	-2	4
CC(C)CC(c1nnnn1C1CCCCC1)N1CCN(c2ncccn2)CC1 (configuration not stated)	4	-3	i	-14	6	i	14	-6	-1
C#CC[N+](C)(C)CC#Cc1ccc(Cl)cc1	-4	1	i	8	3	i	13	-1	5
COC(C(=O)Nc1ccc(F)c(F)c1)c1ccccc1 (configuration not stated)	-4	-2	i	4	-2	i	-3	6	3
